Salmonella PhoP GFP: PhoP regulon inhibitors, Salmonella typhi PhoP promoter GFP reporter, confirmatory (AID 1850); Salmonella Typhi PhoP-promoter GFP reporter, fluorescence, 4 h; higher % means a stronger effect; inhibition, % at 50 µM; hits with a dose series show IC50 in µM; 310,000 compounds, 0.33% hits; in the data active = a potency from the dose series; inconclusive = inhibition mostly from about 25% at the one dose, without a potency; inactive = the rest, 99 in 100 with inhibition below about 19%;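 also: 0% = induced wells with vehicle and 100% = uninduced wells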
influenza NS1A: H1N1 influenza NS1A inhibitors, functional cell based assay (AID 504329) | NS1A functional cell-based assay, percent inhibition; higher % means a stronger effect | one-dose inhibition, % at 12.5 µM; IC50 in µM for titrated hits | 340,000 compounds, 0.3% hits; in the data active = a potency from the dose series; inconclusive = inhibition above about 27% without an active follow-up result; also: strong numbers were not always called active
M. tuberculosis HTS: M. tuberculosis growth inhibition, HTS (AID 449762). M. tuberculosis H37Rv growth inhibition, 7H9 media; higher % means a stronger effect. 330,000 compounds, 0.59% hits. inhibition, % at 25 µM; hits with a dose series show IC50 in µM; in the data active = a potency from the dose series; inconclusive = inhibition above about 70% without an active follow-up result;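 also: bacterial growth assessed after seven days of incubation; strong numbers were not always called active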
inhibitors of VEEV: inhibitors of VEEV TC-83 cytopathic effect, confirmation, Vero cells (AID 588727); one-dose inhibition, % at 20 µM; IC50 in µM for titrated hits; Vero cells, VEEV TC-83 cytopathic effect inhibition; higher % means a stronger effect; 350,000 compounds, 0.13% hits; in the data active = a potency from the dose series; inconclusive = inhibition mostly from about 14% at the one dose, without a potency; inactive = the rest, 99 in 100 with inhibition below about 12%; also: strong numbers were not always called active
tuberculosis growth: growth inhibition of non-replicating M. tuberculosis (AID 488890). Mycobacterium tuberculosis non-replicating, growth inhibition; higher % means a stronger effect. one-dose inhibition, % at 25 µM; IC50 in µM for titrated hits. 320,000 compounds, 0.39% hits; in the data active = a potency from the dose series; inconclusive = inhibition mostly from about 82% at the one dose, without a potency; inactive = the rest, 99 in 100 with inhibition below about 76%;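 also: plate controls were DMSO cells for no effect and high antibiotic wells for full effect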
inhibitors of VEEV 10K pilot screen: second read-out of inhibitors of VEEV, no call of its own (marks repeat the call); inhibition, %; measured here: 10K pilot screen inhibition
Starred values were filed as active, the others as inactive; i = inactive; ? = inconclusive; . = not tested or not shown.

SMILES | Salmonella PhoP GFP | influenza NS1A | M. tuberculosis HTS | inhibitors of VEEV | tuberculosis growth | others
CN(C)CC(C)(C)CNCc1cc(=O)oc2ccc3ccccc3c12 | 7% | 5% | -4% | i | -8%
O=C(Nc1ccccc1)Nc1ccccc1C(=O)NCc1ccco1 | 3% | 3% | -8% | i | -2%
O=C(CCl)Nc1cn(-c2ccccc2)nc1-c1ccccc1 | 4% | -4% | <0.2µM* | ? | ?
Cc1ccc(S(=O)(=O)N2CCC(C(=O)OCCOc3cccc(C)c3)CC2)cc1 | . | -17% | 8% | 1.3% | 45%
Cc1c(CNC2CCCC(C)C2C)c(C(=O)O)c(C)n1Cc1ccccc1 (stereo not given) | 2% | -13% | -4% | 0.2% | -1%
CCOC(=O)CSc1nc2sc3c(c2c(=O)[nH]1)CC(C)(CC)OC3 (stereo not given) | -13% | -16% | 4% | 0.3% | 12%
CCOc1cc(/C=N/Nc2ccccc2Cl)ccc1OCC(=O)O | -4% | 9% | 7% | 0.4% | 18%
Cc1ccc(NC(=O)CN2CCc3cc4c(cc3C2)OCCCO4)cc1C | 3% | 8% | 0% | 1.0% | 23%
CC(=O)Nc1ccc(NC(=O)c2ccc(CSc3ccccc3)o2)cc1 | 15% | 2% | -6% | 1.0% | 66%
COC(=O)c1c(SCC(=O)Nc2ccc(C)c(C)c2)nc(=O)[nH]c1C | 11% | 9% | -3% | 2.0% | -2%
COc1ccc(CCNC(=O)COC(=O)C2CCCCC2)cc1 | -7% | -3% | -5% | 11% | 73%
COc1ccccc1N1CCN(C(=O)CSc2nc3ccccc3o2)CC1 | -8% | 5% | 6% | 12% | 45%
CCC(=O)C1=C(N2CCCC2)CC(C)(C)CC1=O | -5% | -8% | -2% | 1.5% | 1%
COc1ccc(N(CC(=O)Nc2ccc(C)c(C)c2)S(=O)(=O)c2c(C)n[nH]c2C)cc1 | -1% | -19% | -8% | i | 25%
Cc1oc2cc3oc(=O)c(CC(=O)NCCC(=O)O)c(C)c3cc2c1C | . | -13% | . | i | .
O=C(Oc1ccc2c(=O)c(Oc3ccc4ccccc4c3)coc2c1)c1cncc(Br)c1 | -8% | 10% | 10% | 6.3% | 10%
COc1cccc(NC(=O)CN(C)C(=O)CCNS(=O)(=O)c2ccc(C)cc2)c1 | . | -3% | -6% | 2.8% | -7%
COc1ccc(C(=O)CSc2nc3cccnc3n2C)cc1 | -4% | 7% | 1% | 1.0% | 9%
COCCNc1nnc(SC(C)C(=O)Nc2ccc(-c3nc4ccc(C)cc4s3)cc2)s1 (stereo not given) | 4% | 11% | 12% | 13% | 45%
O=C(N/N=C/c1cccnc1)c1cccc(Br)c1 | 8% | -4% | -6% | 0.6% | -1%
O=C(COC(=O)Cc1ccsc1)NC1CCCCCC1 | -13% | -4% | 8% | 0.6% | 36%
O=C(NCc1ccc(Cl)cc1)C(=O)NCC1OCCN1S(=O)(=O)c1ccc2c(c1)OCCO2 (stereo not given) | 5% | 6% | -4% | i | 27% | inhibitors of VEEV 10K pilot screen=0.5
COc1ccc(C2(c3ccc(OC)cc3)NC(=O)N(CC(=O)N(C)C)C2=O)cc1 | -4% | 8% | 22% | 0.8% | -7%
O=S(=O)(c1ccc(N2CCN(S(=O)(=O)c3ccc4c(c3)OCCO4)CC2)nc1)N1CCCC1 | -3% | 6% | 1% | 1.2% | 12%
CCCCC[C@H](O)/C=C/C1=C(CCCCCCC(=O)O)C(=O)CC1 | -3% | 3% | -5% | 1.1% | -10%
SMILES | Salmonella PhoP GFP | influenza NS1A | M. tuberculosis HTS | inhibitors of VEEV | tuberculosis growth | others
Cc1ccc(-c2ccc(SCC(=O)N3CCN(c4ccccc4)CC3)nn2)cc1 | -26% | -2% | -6% | i | -7%
Cc1cccc(C)c1NC(=O)C(=O)NCC1CCCN1S(=O)(=O)c1cccs1 (stereo not given) | -1% | -7% | -3% | 2.4% | 26%
Cc1ccnc(NC(=S)NC(=O)/C=C/c2ccco2)c1 | 4% | 2% | -6% | 7.4% | 7%
C=CCn1c(SCc2ccc(Cl)cc2)nc2c1c(=O)[nH]c(=O)n2C | 3% | 6% | -3% | 5.6% | 21%
Cc1nc2c(-c3ccc(F)cc3)cnn2c2c1CCC2 | -4% | -14% | 1% | i | 19%
CCCn1cc(CN2CCc3ccc(NC(=O)C4CCCO4)cc3C2)c(C)n1 (stereo not given) | -8% | -6% | -15% | 1.6% | -17%
Cn1nnnc1SCC(=O)Nc1ncc(Cl)cc1Cl | 12% | -15% | -1% | 2.6% | -17%
COc1ccccc1OCCn1cc(/C=N/n2cnnc2)c2ccccc21 | -3% | -4% | 2% | 1.4% | 9% | inhibitors of VEEV 10K pilot screen=3.1
O=C(Cn1cnc2ccccc2c1=O)NNC(=O)c1ccccc1F | . | -1% | -1% | 1.6% | 2%
Cn1c(OCc2ccc3c(c2)OCO3)nc2c1c(=O)n(Cc1cccc(Cl)c1)c(=O)n2C | 2% | 9% | 7% | 6.9% | 30%
COC(=O)c1ccc(NC(=O)Nc2ccc(F)c(Cl)c2)cc1 | 4% | 22% | 3% | i | 38%
CCN1C(=O)CC(N2CCC(C(=O)N3CCOCC3)CC2)C1=O (stereo not given) | 16% | -12% | -1% | 0.1% | 68%
COc1ccc2c(c1)[nH]c1c(=O)n(CCC3=CCCCC3)cnc12 | -28% | 2% | 4% | 0.8% | -3%
Cc1ccc2cc3cc(C(=O)N(CC(=O)NC4CCCC4)c4cccc(C)c4C)sc3nc2c1 | 0% | 1% | -2% | 9.1% | 2%
C=CCn1c(O)c(/C=N/N2CCCCC2)c(=O)[nH]c1=O | 4% | -18% | -2% | 1.3% | -9%
CCCCN(CC)CCCNC(=O)c1csc2c1CCCCC2 | -4% | 5% | 3% | 0.2% | 14%
CCOc1cc(C(=O)Nc2ccc(S(=O)(=O)Nc3onc(C)c3C)cc2)cc(OCC)c1OCC | . | -8% | 3% | 0.4% | 28%
CC1NC(=O)NC1CCCCC(=O)O (stereo not given) | -7% | 8% | 7% | 1.0% | -6%
CC1CCC(C(=O)NC(C(=O)N2CCN(c3ccccn3)CC2)C(C)C)CC1 (stereo not given) | 6% | -3% | -3% | i | 6%
C=CCN(CC#CCOc1ccccc1OC)CC=C | -1% | . | -4% | . | 1%
CCc1cccc(NS(=O)(=O)c2ccc3c(c2)NC(=O)CO3)c1 | -41% | 9% | -2% | 0.5% | 18%
O=C(COC(=O)C(Cc1ccccc1)NC(=O)c1ccco1)NC1CC1 (stereo not given) | -3% | 0% | -7% | 0.7% | 0%
COc1ccc(C(=O)NC(CC(=O)O)c2cc([N+](=O)[O-])ccc2Cl)cc1 (stereo not given) | -2% | . | -9% | 0.3% | -11%
COc1ccc(NC(=O)CC2C(=O)N(c3cccc(OC)c3)C(=O)N2Cc2ccco2)cc1 (stereo not given) | 4% | 29% | -1% | 8.6% | 21%
COCC(=O)Nc1ccc(S(=O)(=O)NCC2CCCO2)cc1 (stereo not given) | -6% | -7% | 11% | 0.2% | 7%

Pulled by structure from above (three):
SMILES | Salmonella PhoP GFP | influenza NS1A | M. tuberculosis HTS | inhibitors of VEEV | tuberculosis growth | others
O=C(Cn1cnc2ccccc2c1=O)NNC(=O)c1ccccc1F | . | -1% | -1% | 1.6% | 2%
COCC(=O)Nc1ccc(S(=O)(=O)NCC2CCCO2)cc1 (stereo not given) | -6% | -7% | 11% | 0.2% | 7%
CC1CCC(C(=O)NC(C(=O)N2CCN(c3ccccn3)CC2)C(C)C)CC1 (stereo not given) | 6% | -3% | -3% | i | 6%

The results go on.
SMILES | Salmonella PhoP GFP | influenza NS1A | M. tuberculosis HTS | inhibitors of VEEV | tuberculosis growth | others
Cc1ccc(CNC(=O)C(C(=O)NCc2ccc(C)o2)c2ncc(C(F)(F)F)cc2Cl)o1 | -13% | -4% | -6% | 1.3% | 24%
COc1ccc2cc(C(N)=O)/c(=N/NC(=O)c3ccco3)oc2c1 | -2% | -6% | 49% | 9.6% | 14%
CNC(=O)Cn1nc(-c2ccc(C)c(S(=O)(=O)N(C)C)c2)c2ccccc2c1=O | -11% | -14% | -4% | i | 5%
COc1cc(OC)c(/C=N/NC(=O)c2ccc([N+](=O)[O-])cc2)cc1Br | 1% | -9% | 15% | 3.7% | -8%
C/C(=N\NC(=O)C1CCCC1)c1ccc(Cl)cc1Cl | -4% | -2% | -4% | 1.0% | -2%
O=C(Nc1nc2ccccc2n1CCN1CCOCC1)c1cn(-c2ccccc2)nc1-c1ccccc1 | 8% | 5% | -8% | 9.8% | 6%
Cc1ccc(S(=O)(=O)N(Cc2n[nH]c(=S)n2-c2ccccc2)c2cccc(Cl)c2)cc1 | -3% | -2% | -3% | 1.0% | -7%
O=C(c1ccco1)N1CCN(C(=S)NC2CC3CCC2C3)CC1 (stereo not given) | -10% | 3% | -4% | 0.7% | 5%
Nc1nc(C2C(=O)CCCC2=O)cs1 | -8% | 6% | 6% | 2.5% | -6%
Cc1ccc2nc(N3CC(C)OC(C)C3)nc(-c3ccccc3)c2c1 (stereo not given) | -29% | -3% | 8% | 0.8% | 23%
O=C(Nc1nc2cc3c(cc2s1)OCCO3)c1ccc([N+](=O)[O-])o1 | -6% | -15% | ? | 6.4% | ?
Cc1ccc(OCC(=O)N2CCc3ccccc3C2)c(Br)c1 | 8% | 2% | 6% | 0.3% | 20%
Clc1cccc(Cl)c1CO/N=C/c1cccs1 | -1% | 0% | -2% | 2.2% | -15%
FC(F)(F)c1cc(C(F)(F)F)c2ccc(N3CCOCC3)nc2n1 | 1% | -7% | 3% | i | -8%
COc1cc(NC(=O)CN2C(=O)COc3ccc(S(=O)(=O)N4CCCC4)cc32)cc(OC)c1 | -7% | 6% | -9% | 1.9% | 3%
CCOc1ccccc1C(=O)Nc1cc(C(=O)NCCc2ccccc2)ccc1Cl | 2% | -9% | -9% | i | -8%
CCOC(=O)c1cnn(Cc2ccccc2Cl)c1N | -2% | 6% | -13% | i | 2%
CC(C)(C)NC(=O)CN(Cc1ccccc1)S(=O)(=O)c1ccccc1 | -7% | 11% | -1% | 0.3% | 8%
O=C(/C=C\c1ccc(-c2ccccc2)o1)c1ccccc1 | 0% | -1% | ? | ? | ?
COc1cc(/C=C\C(=O)O)cc(S(=O)(=O)N2CCCCCC2)c1OC | . | -10% | . | 4.0% | .
Cc1ccc(C(=O)Oc2ccccc2C(=O)N2CCOCC2)cc1 | -1% | -1% | -9% | i | -12%

Among those listed so far, 4 contain bromine.
SMILES | Salmonella PhoP GFP | influenza NS1A | M. tuberculosis HTS | inhibitors of VEEV | tuberculosis growth | others
O=C(Oc1ccc2c(=O)c(Oc3ccc4ccccc4c3)coc2c1)c1cncc(Br)c1 | -8% | 10% | 10% | 6.3% | 10%
O=C(N/N=C/c1cccnc1)c1cccc(Br)c1 | 8% | -4% | -6% | 0.6% | -1%
COc1cc(OC)c(/C=N/NC(=O)c2ccc([N+](=O)[O-])cc2)cc1Br | 1% | -9% | 15% | 3.7% | -8%
Cc1ccc(OCC(=O)N2CCc3ccccc3C2)c(Br)c1 | 8% | 2% | 6% | 0.3% | 20%

Bioassay records: PubChem BioAssay, Southern Research Specialized Biocontainment Screening Center
